RORg inh – qHTS for inhibitors of ROR gamma transcriptional activity; hit rate 5.4% among 310,000; AID 2551, 2010; Drosophila S2 Gal4-RORgamma UAS-luciferase reporter, 20 h; Potency, µM (top dose mostly 53.6 µM), without a hit: at the highest dose activity change, negative = inhibition, actives largely listed as inhibitors; note: potency is the fitted concentration of half-maximal effect; % is set by controls: 0 for no effect and ±100 for the full control effect; nearly all actives have a fitted effect of over 60% in size
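ROR gamma transcriptional activity was tracked as Gal4-UAS luciferase output in stably transfected Drosophila Schneider cells, with compound added 1 hr before 700 uM copper sulfate induction and a 20 hr ambient-temperature incubation.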
PKM2 act – qHTS Assay for Activators of Human Muscle isoform 2 Pyruvate Kinase; Pyruvate kinase PKM (Homo sapiens), P14618; AID 1631, 2009; purified PKM2, Kinase-Glo ATP luminescence, activation; response scale: 0% is enzyme alone, no compound; hit rate 0.34% among 260,000; Potency, µM (top dose mostly 57.5 µM), without a hit: top-dose activation, most hits filed as activators; note: potency is the fitted concentration of half-maximal effect; % is set by controls: 0 for no effect and ±100 for the full control effect; nearly all actives have a fitted effect of over 55% in size
Target sequence (P14618 whole entry, looked up, canonical isoform): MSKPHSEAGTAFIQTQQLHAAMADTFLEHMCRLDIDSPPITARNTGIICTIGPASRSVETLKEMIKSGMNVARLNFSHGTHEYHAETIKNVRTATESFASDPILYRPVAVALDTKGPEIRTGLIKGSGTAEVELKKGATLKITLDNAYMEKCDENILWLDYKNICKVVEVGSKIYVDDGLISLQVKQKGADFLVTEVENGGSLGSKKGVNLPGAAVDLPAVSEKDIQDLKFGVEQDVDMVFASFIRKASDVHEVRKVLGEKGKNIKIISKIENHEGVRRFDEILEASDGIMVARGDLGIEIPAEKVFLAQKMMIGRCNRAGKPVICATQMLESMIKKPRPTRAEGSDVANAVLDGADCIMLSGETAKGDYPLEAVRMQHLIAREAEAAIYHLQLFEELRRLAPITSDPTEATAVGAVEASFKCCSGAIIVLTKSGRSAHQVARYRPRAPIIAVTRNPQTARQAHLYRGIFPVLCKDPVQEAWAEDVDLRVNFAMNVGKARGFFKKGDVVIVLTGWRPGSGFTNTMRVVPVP
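Kinase-Glo luminescence reports ATP generated from ADP (0.1 mM) and PEP (0.5 mM) by purified hPK-M2 after 1 h at room temperature, pH 7.2 imidazole buffer; intermediate enzyme activity allows detecting inhibitors and activators.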
FLuc modulator – qHTS profiling assay for firefly luciferase inhibitor/activator using purifed enzyme and Km concentrations of substrates (counterscreen for miR-21 project). hit rate 6.9% among 360,000. Potency, µM (doses to about 57.5 µM), inactives show at the highest dose activity change, negative = inhibition, most hits filed as inhibitors. purified FLuc, Km substrates, luminescence inhibition. AID 588342, 2011. Luciferin 4-monooxygenase (Photinus pyralis), P08659;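 note: potency is the fitted concentration of half-maximal effect; plate controls were vehicle for no effect and reference inhibitor for full effect; nearly all actives have a fitted effect of over 55% in size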
Target sequence (P08659 whole entry, looked up): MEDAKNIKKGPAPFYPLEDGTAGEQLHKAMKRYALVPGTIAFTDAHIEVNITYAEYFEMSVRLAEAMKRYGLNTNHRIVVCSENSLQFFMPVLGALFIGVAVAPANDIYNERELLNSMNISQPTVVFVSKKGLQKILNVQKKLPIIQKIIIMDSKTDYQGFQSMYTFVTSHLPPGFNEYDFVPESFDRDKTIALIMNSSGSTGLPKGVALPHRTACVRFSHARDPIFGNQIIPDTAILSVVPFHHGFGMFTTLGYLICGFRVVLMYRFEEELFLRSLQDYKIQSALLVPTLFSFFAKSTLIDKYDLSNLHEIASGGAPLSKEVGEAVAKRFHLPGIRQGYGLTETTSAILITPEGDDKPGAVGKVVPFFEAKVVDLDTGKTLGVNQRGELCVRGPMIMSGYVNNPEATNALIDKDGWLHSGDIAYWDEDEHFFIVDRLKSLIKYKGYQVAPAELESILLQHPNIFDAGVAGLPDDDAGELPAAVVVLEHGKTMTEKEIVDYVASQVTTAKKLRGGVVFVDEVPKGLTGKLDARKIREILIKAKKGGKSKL
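Purified P. pyralis luciferase, 10 nM final, with Km-level 10 uM D-luciferin and 10 uM ATP in 50 mM Tris acetate pH 7.5, 10 mM Mg acetate, 0.01% Tween-20, 0.05% BSA; 6-point qHTS titration about 60 µM downward; luminescence read.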
Mito fusion yeast – qHTS Assay for Small Molecule Inhibitors of Mitochondrial Division or Activators of Mitochondrial Fusion; S. cerevisiae fusion-defective mutant growth rescue, CellTiterGlo 48 h; Potency, µM (highest dose often 46.1 µM), without a hit: at the top dose growth rescue (activation), hits mostly activators; hit rate 0.23% among 320,000;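 note: potency is the fitted concentration of half-maximal effect; % of control where 0% means no effect; nearly all actives have a fitted effect of over 45% in size; temperature-sensitive fusion mutants such as fzo1-1 at 37 °C on non-fermentable ethanol glycerol medium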
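Temperature-sensitive fusion-defective S. cerevisiae (e.g. fzo1-1, mgm1-5) were grown with compound in YPEG medium (3% ethanol, 3% glycerol) for 48 hours at 37C. Growth rescue was measured as viability by CellTiterGlo luminescence after 10 minutes at ambient.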
ELG1 repair inh – qHTS screen for small molecules that inhibit ELG1-dependent DNA repair in human embryonic kidney (HEK293T) cells expressing luciferase-tagged ELG1; HEK293T ELG1-luciferase reporter, luminescence, 16 h; DNA damage induced by 5-fluorouridine; Potency, µM (series often up to 46.1 µM), inactives show top-dose activity change, negative = inhibition, most hits filed as inhibitors; hit rate 2.3% among 330,000; AID 504467, 2011; note: potency is the fitted concentration of half-maximal effect; % is set by controls: 0 for no effect and ±100 for the full control effect; nearly all actives have a fitted effect of over 55% in size
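DMSO vehicle served as the neutral condition. Each well held 2,000 cells given 5-fluorouridine plus compound; after 16 hr at 37 °C/5% CO2, ONE-Glo was added and luciferase measured 30 min later.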
MBNL1-CUG inh – qHTS Assay for Inhibitors of MBNL1-poly(CUG) RNA binding; Muscleblind-like protein 1 (Homo sapiens), Q9NR56; TR-FRET MBNL1-His/biotin-(CUG)12 binding, 665/545 ratio; Potency, µM (doses to about 57.5 µM), for the others: at the top dose activity change, negative = inhibition, hits mostly inhibitors; hit rate 0.036% among 280,000; active = well fitted inhibition curve with a large enough effect in the signal ratio, with a control signal flat, not every such curve was filed as active; inconclusive = small, poorly fitted or top-dose-only effect, or effect the other way, or a change in a side signal; inactive = no such curve, though single readings can be large or run the other way; the % refers to the signal ratio; note: potency is the fitted concentration of half-maximal effect; % is set by controls: 0 for no effect and ±100 for the full control effect
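TR-FRET readout: Ex 340 nm, 665/545 nm emission ratio, normalized to buffer-only (basal) and MBNL1-(CUG)12 controls. Complex of MBNL1-His with Biotin-(CUG)12, compounds 92 nM–58 uM, incubated 60 min at room temperature.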
Rab9 prom act – qHTS Assay for Rab9 Promoter Activators; Huh7 Rab9 promoter-luciferase reporter, luminescence, 24 h; Potency, µM (top dose mostly 9.22 µM), for the others: top-dose activation, negative = inhibition, most hits filed as activators; hit rate 2.8% among 320,000; note: potency is the fitted concentration of half-maximal effect; % of control where 0% means no effect; nearly all actives have a fitted effect of over 60% in size
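Using Huh7 cells stably transfected with Rab9 promoter–luciferase, compounds were incubated 24 h at 37 °C, 5% CO2; luciferase luminescence was read 10 min after reagent addition.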
KCNH2 3.1 block – qHTS for Inhibitors of KCHN2 3.1: Mutant qHTS | Potassium voltage-gated channel subfamily H member 2, brain isoform KCNH2 3.1 (human) | U2OS KCNH2 3.1, thallium flux FluxOr; hits give low values | activity change, % (tested at about 1.8 µM) | hit rate 0.95% among 340,000;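 active = maximum activity change below -70%; inconclusive = maximum activity change from -70% to -50%; inactive = maximum activity change above -50%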;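 note: thallium influx rate constant from kinetic fluorescence after stimulation buffer; % is set by controls: 0 for no effect and ±100 for the full control effect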
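Steps: virus added to U2OS suspension (4 h, RT, dark); medium with 10% FBS added, cells plated, 37 C overnight; FluxOr/Red40 loading buffer 45 min RT; stimulation buffer, 2 min kinetic read; rate constant normalized.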
VP16 counter – VP16 counterscreen qHTS for inhibitors of ROR gamma transcriptional activity; Drosophila S2 Gal4-VP16 UAS-luciferase, luminescence, 20 h; Potency, µM (doses to about 53.6 µM), inactives show top-dose activity, negative = inhibition, actives largely listed as inhibitors; hit rate 3.5% among 310,000; AID 2546, 2010;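 note: Gal4-VP16 expression switched on by copper sulfate through the metallothionein promoter; potency is the fitted concentration of half-maximal effect; % is set by controls: 0 for no effect and ±100 for the full control effect; nearly all actives have a fitted effect of over 50% in size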
Menin MLL FP TR – qHTS Assay for Inhibitors Targeting the Menin-MLL Interaction in MLL Related Leukemias: Competition With Texas Red Labeled MLL-derived Mutant Peptide; O00255; Menin + Texas Red MLL mutant peptide, fluorescence polarization; Potency, µM (titrated, usually from 61.6 µM), without a hit: at the highest dose FP activity change, negative = inhibition, most hits filed as inhibitors; hit rate 0.23% among 270,000; AID 1768, 2009; active = well fitted inhibition curve with a large enough effect in the polarisation, with a control signal flat, not every such curve was filed as active; inconclusive = small, poorly fitted or top-dose-only effect, or effect the other way, or a change in a side signal; inactive = no such curve, though single readings can be large or run the other way; the % refers to the polarisation; note: potency is the fitted concentration of half-maximal effect; % of control where 0% means no effect; many of its hits are not listed in these tables
NPC1 prom act – qHTS Assay for NPC1 Promoter Activators; AID 485313, 2010; hit rate 2.4% among 320,000; Huh7 NPC1 promoter luciferase reporter, 24 h; Potency, µM (series often up to 9.22 µM), for the others: top-dose activation, hits mostly activators;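 note: potency is the fitted concentration of half-maximal effect; % of control where 0% means no effect; nearly all actives have a fitted effect of over 60% in size; reporter is driven by a mutant NPC1 promoter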
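In 1536-well qHTS, Huh7 cells harboring an NPC1 promoter–luciferase construct received compound for 24 h; activation was quantified by luminescence following luciferase reagent addition.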
* = called active by the depositor; ? = inconclusive; · = not tested or not shown; & = joins results of further samples; [ ] = dose if it differs, or a comment. Unless noted, calls come from the whole dose curve; as a rule, active = well fitted curve in the direction sought with a large enough effect; inconclusive = small, poorly fitted or top-dose-only effect, or another doubt; inactive = no such curve, though single readings can be large; an effect the other way counts as inactive or inconclusive.

SMILES	RORg inh	PKM2 act	FLuc modulator	Mito fusion yeast	ELG1 repair inh	MBNL1-CUG inh	Rab9 prom act	KCNH2 3.1 block	VP16 counter	Menin MLL FP TR	NPC1 prom act
CC1CCc2c(sc3ncn4c(SCC(=O)NCc5ccco5)nnc4c23)C1 (stereo unspecified)	6%	4%	?	3%	11%	3%	0%	-5	-2%	-4%	-1%
COc1cc2c(cc1NC(=O)C(C)OC(=O)C1CC(=O)N(Cc3ccco3)C1)oc1ccccc12 (stereo unspecified)	?	0%	?	10%	?	-4%	?	-19	?	31%[activator]	?
COc1ccc(C2=NN(C(=O)COc3ncnc4ccccc34)C(c3ccco3)C2)cc1 (stereo unspecified)	31%	11%	-5%	0%	4.1µM*	1%	-11%	-18	-2%	-26%	-3%
CN(CCOc1ccccc1)C(=O)c1ccc2c(=O)n3c(nc2c1)CCC3	·	·	-2%	5%	30%	·	-3%	0	·	·	-5%
CCSc1ncc(/C=N/Nc2ccc(Cl)cc2)n1C	19%	-5%	3µM*	-24%	?	?	2.8µM*	-29	-5%	?	1.6µM*
Fc1ccc(C2NC(=S)NC3=C2N2CCC3CC2)cc1 (stereo unspecified)	-28%	8%	8%	2%	-10%	-3%	-2%	8	-26%	-4%	-4%
N#C/C(=C\c1c(N2CCC(C(N)=O)CC2)nc2ccccn2c1=O)S(=O)(=O)c1ccccc1	-23%[10 µM]	-3%	0%	-2%	-12%	?	3%	-12	3%	1%	-1%
COc1cccc(CN2CC(C(=O)NCCCc3ccncc3)CCC2=O)c1 (stereo unspecified)	10%	-5%	-1%	2%	-7%	1%	4%	-4	-7%	·	0%
O=C1C=CC(=O)N1CCNc1ncc(C(F)(F)F)cc1Cl	5µM*	18µM*	?	2%	?	-4%	-34%[inhibitor]	7	6.3µM*	32%[activator]	-23%
COc1cccc(NS(=O)(=O)NC(=O)c2c(C)[nH]c3ccccc23)c1	-1%	·	-7%	0%	8%	1%	-1%	12	4%	13%	-1%
CC1=NNC(=O)C1CC(=O)N/N=C/C(Br)=C/c1ccccc1 (stereo unspecified)	-42%	6%	-5%	-10%	6%	?	-3%	15	21%	·	-2%
O=C(CC1Oc2ccccc2NC1=O)NCCCN1CCOCC1 (stereo unspecified)	-6%	-4%	1%	-1%	23%	?	2%	-1	-10%	-16%	-1%
O=C1CCc2cc(S(=O)(=O)NCc3ccc(F)cc3)cc3c2N1CC3	·	·	-2%&-5%	-6%	5%	·	11%	4	·	·	-2%
COc1ccc(CC(=O)NC(C)(C)C)cc1S(=O)(=O)N1CCOCC1	-17%	-4%	5%	2%	6%	-1%	-6%	15	14%	1%	0%
CCn1c(SCC(=O)NC(=O)NCc2ccco2)nnc1-c1cccs1	?	0%	5%	5%	10%	-15%	-1%	5	-5%	-1%	-6%
C/C(=N\NC(N)=S)c1ccc(-n2ccnc2)cc1	?	0%	-11%	6%	?	14%	-3%	45	-9%	·	0%
COc1ccc(-c2cc(-c3ccccc3)nc(SCC(=O)Nc3ncc(C)s3)c2C#N)cc1	-17%	-2%	0%	11%	?	337%[activator]	-4%	-19	?	?	-3%
O=C(Cc1ccccc1)NCC(=O)N/N=C/c1ccc(C(=O)O)cc1	14%	-4%	5%	1%	22%	12%	1%	13	-2%	·	1%
COc1cc(/C=N/S(=O)(=O)CCc2ccccc2)cc(OC)c1O	-10%	2%	7%	-1%	-4%	?	-3%	-3	-8%	15%	-3%
CC(C)(C)C(=O)CN1CCN(C2c3ccccc3-c3ccccc32)CC1	-11%	-12%	-4%	4%	12%	5%	-1%	-8	-6%	-7%	3%
Cc1oc2cc(O)ccc2c(=O)c1Oc1ccccc1	9%	-5%	-5%	4%	?	6%	1%	0	-10%	22%	-3%
COC(=O)c1cccc(COC(=O)c2ccc(CS(=O)(=O)c3ccc(C)cc3)cc2)c1	15%	0%	3%	-7%	?	-7%	-1%	-7	-8%	2%	-1%
CC1(C)CC(=O)C2=C(C1)N(c1ccccc1)C(=O)C2(O)C(F)(F)F (stereo unspecified)	3%	4%	0%	-11%	-4%	·	-6%	4	-4%	4%	-3%
CC12CN3CC(C)(CN(C1)C31C(=O)N(Cc3ccccc3)c3ccccc31)C2=O (stereo unspecified)	?	0%	10%	1%	-1%	-10%	4%	·	1%	-2%	-3%
CCOC(=O)N1CCN(C(=O)COC(=O)C2CCN(S(=O)(=O)c3ccc(C)c(C)c3)CC2)CC1	·	·	-1%	0%	10%	·	-2%	18	·	·	-3%
COCCCNc1nc2c(c(=O)n(Cc3ccc(F)cc3)c(=O)n2C)n1C	1%	·	-1%&-5%	9%	-6%	0%	0%[1.84 µM]	10	-2%	2%	-8%
Cc1ccc(C(=O)NCC(=O)NCCSc2ccc(Br)cc2)cc1	·	·	-2%	4%	1%	·	0%	-15	·	·	-5%
CCCCNC(=O)C1CCN(c2nc(OC)nc(OC)n2)CC1	-2%	-13%	-2%	2%	-2%	-29%	-4%	-6	-1%	-5%	-3%
CC(=O)NCC(=O)NC1CCCc2c1cnn2-c1ccccc1F (stereo unspecified)	11%	-1%	-7%	-1%	?	-4%	-2%	5	-5%	2%	-3%
C/C(O)=C\c1nc2ccccc2oc1=O	-16%	-3%	2%	-6%	-14%	10%	14%	23	3%	·	-4%
Cc1ccc(CN2CCN(Cc3cn(C)nc3-c3ccccc3)CC2CCO)o1 (stereo unspecified)	10%	1%	-3%	4%	11%	-9%	1%	8	-4%	10%	0%
Cc1ccsc1/C=N/NC(=O)c1ccc(Cn2cc(Br)cn2)o1	13µM*	1%	-15%	-25%	-8%	-4%[11.5 µM]	-3%	-17	?	-5%	-1%
Cc1ccc(CNC(=O)CCS(=O)(=O)c2cccc3nsnc23)cc1	9%	12%	-1%[2.3 µM]	-1%	0%	?	0%	-6	-1%	-12%	-3%
CC(NC(=O)COc1cccc(Br)c1)C(=O)O (stereo unspecified)	-26%	0%	3%	-2%	4%	-2%	-5%	17	3%	-12%	-5%
C=C(C)Cn1c(C)cc(C)c(S(=O)(=O)c2ccccc2C)c1=O	1%	3%	4%	4%	?	3%	3%	13	-7%	3%	-3%
CCOC(=O)C1CCN(C(=O)c2cc(-c3ccncc3)nc3ccccc23)CC1	·	·	-12%	-5%	?	·	-4%	4	·	·	0%
O=C(CSc1ccc(-c2cccc([N+](=O)[O-])c2)nn1)NC1CCCC1	1.8µM*	-2%	0%	-5%	-3%	?	1%	5	-2%	-5%	-8%
COc1ccc(C(C(=O)NCc2ccccc2)N(C(=O)c2snc(C(N)=O)c2N)c2ccccc2OC)cc1 (stereo unspecified)	6%	·	1%	0%	18µM*	-25%	0%	-17	3%	9%	-4%
CC(=O)Oc1ccc(C(=O)Nc2ccccc2C(=O)N2CCCCC2)cc1	-8%	0%	-7%	-2%	1%	-7%	2%	9	-13%	-10%	-7%
CCOC(=O)C1CCN(C(=S)NC(=O)c2cccs2)CC1	5.6µM*	·	3%	-23%	-1%	0%	-2%	-5	4.5µM*	3%	0%
CCCN(CC(=O)Nc1ccccc1C)C(=O)c1ccc(N2CCOCC2)c([N+](=O)[O-])c1	·	·	4%	0%	2%	·	-5%	15	·	·	-1%
COc1ccccc1C1CC(c2ccc(Cl)cc2)Nc2nc(N)nn21 (stereo unspecified)	4%	0%	10%	2%	-2%	3%	-1%	-6	-3%	-2%	-1%
COc1cccc(OC)c1C(=O)Nc1nnc(-c2ccc(F)cc2)s1	31%	4%	-27%	1%	-5%	22%	11%	2	-14%	21%	1%

Bioassay records (PubChem)

A portion of the library (hit frequency here may not be typical).
